Fh CTSL1 inh: Fasciola hepatica cathepsin L1 inhibitors, primary screen, counter-screen for PFM18AAP inhibitor project, biochemical, QFRET, fluorogenic peptide substrate; recombinant F. hepatica cathepsin L1, Z-Leu-Arg-MCA fluorescence; inhibition, % at 5.96 µM; 300,000 tested, 0.49% active;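 active means inhibition above the mean of all tested compounds plus 3 SD, set per screening campaign, cut at about 17% in these data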;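 further: 0% = plate median of test compound wells and 100% = 1 µM Z-Phe-Ala-diazomethylketone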
EBNA-1 inhibitor: EBNA-1 DNA-binding inhibitors, primary screen, biochemical, fluorescence polarization | AID 1950, 2009 | 300,000 tested, 0.34% active | inhibition, % at 14.8 µM; in the data active means inhibition above about 28%
GASC-1 inh: inhibitors of GASC-1 histone demethylase, primary screen, biochemical, fluorescence, DELFIA europium; Lysine-specific demethylase 4C (Homo sapiens), Q9H3R0; GST-JMJD2C(1-420) H3K9me3 demethylation; inhibition, % at 2.35 µM; 330,000 tested, 0.069% active;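 active means more than half of a compound's replicate wells show inhibition beyond 50%, single wells judged on their own value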;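 further: signal counts dimethyl H3K9 product captured on neutravidin plate; 0% = median of DMSO wells and 100% = 0.3 times that DMSO median; strong numbers were not always called active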
Target sequence (Q9H3R0 1-420 limits assumed): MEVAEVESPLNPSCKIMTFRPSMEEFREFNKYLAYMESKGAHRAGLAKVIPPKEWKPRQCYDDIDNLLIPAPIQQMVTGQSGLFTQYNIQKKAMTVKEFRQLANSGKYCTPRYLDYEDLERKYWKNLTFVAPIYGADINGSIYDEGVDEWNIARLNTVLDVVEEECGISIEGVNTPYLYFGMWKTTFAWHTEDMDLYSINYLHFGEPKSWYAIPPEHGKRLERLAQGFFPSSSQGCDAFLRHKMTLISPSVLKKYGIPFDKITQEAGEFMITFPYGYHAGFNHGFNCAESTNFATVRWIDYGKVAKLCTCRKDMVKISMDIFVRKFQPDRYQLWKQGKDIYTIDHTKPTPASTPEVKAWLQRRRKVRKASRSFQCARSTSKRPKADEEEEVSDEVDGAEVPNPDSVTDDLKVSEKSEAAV
HCV core dimer: inhibitors of HCV core protein dimerization, primary screen, biochemical, TR-FRET, high-throughput. TR-FRET GST/Flag-core106 dimerization, 1536-well. inhibition, % at 5 µM. 300,000 tested, 0.33% active;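 active means inhibition above the mean of all tested compounds plus 3 SD, set per screening campaign, cut at about 45% in these data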
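Assay system: tagged HCV core106 pair (GST and Flag); medium: KF-containing HEPES buffer, pH 7.45, DTT, CHAPS, BSA; also added: Eu donor and XL665 acceptor anti-tag antibodies; dosing: 5 µM single dose; timing: compound-protein-antibody incubation 4 h at 22.5 °C; signal: TR-FRET 671 and 617 nm emission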
PP1 counter: PP1-alpha phosphatase inhibitors, primary screen, counter-screen for PP5 inhibitor project, biochemical, fluorescence, OMFP substrate, single point. Serine/threonine-protein phosphatase PP1-alpha catalytic subunit (Homo sapiens), P62136. purified PP1alpha. inhibition, % at 6.7 µM. 320,000 tested, 0.9% active. AID 2235, 2010;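 active means inhibition above the mean inhibition of all tested compounds plus 3 SD, computed separately for each screening campaign, cut at about 15% in these data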
Target sequence (P62136 whole entry, looked up): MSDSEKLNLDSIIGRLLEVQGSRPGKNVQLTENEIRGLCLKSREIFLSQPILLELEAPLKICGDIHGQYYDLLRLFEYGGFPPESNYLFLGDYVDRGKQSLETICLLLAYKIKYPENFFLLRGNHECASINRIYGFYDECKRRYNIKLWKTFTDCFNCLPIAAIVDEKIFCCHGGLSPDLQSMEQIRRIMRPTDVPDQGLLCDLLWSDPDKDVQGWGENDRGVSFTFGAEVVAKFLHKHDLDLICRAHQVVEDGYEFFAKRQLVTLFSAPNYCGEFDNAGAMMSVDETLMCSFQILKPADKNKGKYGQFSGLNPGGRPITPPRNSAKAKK
ZTA counter: blocks Epstein-Barr virus ZTA, an EBNA-1 counter-screen; P03206; ZTA-DNA binding, fluorescence polarization; inhibition, % at 11 µM; 320,000 tested, 0.15% active; AID 2234; in the data active means inhibition above about 33%
CR mimetic SO: reduction of superoxide in aged yeast, primary screen, HTS. S. cerevisiae aged cells, superoxide DHE fluorescence; stronger effect = lower value. superoxide response (% of plate mean), % at 10 µM. 330,000 tested, 0.18% active. AID 2690, 2010;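 active means superoxide response under a set limit, about three screen SD below normal, cut at about 65% in these data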;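 further: yeast aged for seven days with compound at 30 °C before DHE staining; 100% = average MFI of all compound-treated wells on the plate with controls excluded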
PP5 primary: PP5 phosphatase inhibitors, primary screen, biochemical, fluorescence; Serine/threonine-protein phosphatase 5 (Homo sapiens), P53041; purified PP5c, OMFP substrate fluorescence; inhibition, % at 6.7 µM; 320,000 tested, 0.18% active;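 active means inhibition above the campaign's mean inhibition across all tested compounds plus 3 SD, cut at about 9.5% in these data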;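 further: 0% = DMSO only and 100% = 100 µM cantharidin control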
TPT1 inhibitor: Candida albicans TPT1 enzyme inhibitors, primary screen, biochemical, fluorescence polarization | tRNA 2'-phosphotransferase TPT1 (Candida albicans SC5314) | recombinant caTPT1, FP RNA substrate dephosphorylation | inhibition, % at 5 µM | 300,000 tested, 0.81% active;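 active means inhibition above the mean of all tested compounds plus 3 SD, set per screening campaign, cut at about 24% in these data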;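 further: plate controls were DMSO alone for no effect and ferristatin control at 100 nM for full effect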
Starred values were filed as active, the others as inactive. Compounds were not picked by outcome. About 3.1% of those tested had a hit in this group.

A first look, 14 compounds:
SMILES	Fh CTSL1 inh	EBNA-1 inhibitor	GASC-1 inh	HCV core dimer	PP1 counter	ZTA counter	CR mimetic SO	PP5 primary	TPT1 inhibitor
COCc1nnc(NC(=O)CSCc2ccccc2)s1	-4	-3	2	-3	-7	-2	102	-2.6	1
O=C(O)CC(NC(=O)COc1ccc(Cl)cc1Cl)C(=O)O (centres undefined)	-1	2	6	-3	-2	8	103	1.0	-9
CC(CN1CCN(C)CC1)OC(=O)c1cccc(F)c1 (centres undefined)	0	-10	-4	-1	0	3	104	0.5	0
CSc1ccc(S(=O)(=O)N2CCC(C(=O)NCCCn3ccnc3)CC2)cc1	0	-8	5	0	6	3	88	-0.7	0
COc1ccc(-c2noc(CNC(=O)c3ccc4c(c3)OCO4)n2)cc1	8	1	1	7	4	12	100	4.2	0
COC(=O)C1=C(C)NC(=O)NC1c1ccc(OC(=O)c2ccco2)cc1 (centres undefined)	-1	11	2	1	-4	-10	94	1.9	1
COc1cc(OC)cc(C(=O)NCCNC(=O)c2ccccn2)c1	0	1	-42	8	-2	8	95	1.1	0
O=C(c1cc(-c2cccs2)on1)N1CCCc2ccccc21	-3	-12	14	7	0	-4	107	2.8	3
O=C(Nc1ccc2c(c1)C(=O)NC2=O)c1ccccc1	0	-1	-7	6	-1	5	97	1.0	-4
O=C(NN=C(Cc1ccccc1)Cc1ccccc1)c1ccccc1F	6	-9	-1	2	0	3	114	-1.1	-1
O=C(COc1ccccc1F)Nc1ccc(S(=O)(=O)Nc2nccs2)cc1	-2	-13	3	-2	1	-3	108	-6.2	-1
COc1ccc(/C=N/NC(=O)CCn2cnc(-c3ccccc3)c2-c2ccccc2)cc1	3	2	6	10	-1	2	86	3.5	-5
COC(=O)c1ccc(COC(=O)CCC(=O)c2cccs2)cc1	-37	-7	1	-4	0	-16	124	1.2	-1
Cc1cc(/C=C(\C#N)C(=O)O)c(C)n1CCC(C)C	-8	-9	66	2	-1	-13	119	-2.8	1

The listing, repeating the preview:
SMILES	Fh CTSL1 inh	EBNA-1 inhibitor	GASC-1 inh	HCV core dimer	PP1 counter	ZTA counter	CR mimetic SO	PP5 primary	TPT1 inhibitor
COCc1nnc(NC(=O)CSCc2ccccc2)s1	-4	-3	2	-3	-7	-2	102	-2.6	1
O=C(O)CC(NC(=O)COc1ccc(Cl)cc1Cl)C(=O)O (centres undefined)	-1	2	6	-3	-2	8	103	1.0	-9
CC(CN1CCN(C)CC1)OC(=O)c1cccc(F)c1 (centres undefined)	0	-10	-4	-1	0	3	104	0.5	0
CSc1ccc(S(=O)(=O)N2CCC(C(=O)NCCCn3ccnc3)CC2)cc1	0	-8	5	0	6	3	88	-0.7	0
COc1ccc(-c2noc(CNC(=O)c3ccc4c(c3)OCO4)n2)cc1	8	1	1	7	4	12	100	4.2	0
COC(=O)C1=C(C)NC(=O)NC1c1ccc(OC(=O)c2ccco2)cc1 (centres undefined)	-1	11	2	1	-4	-10	94	1.9	1
COc1cc(OC)cc(C(=O)NCCNC(=O)c2ccccn2)c1	0	1	-42	8	-2	8	95	1.1	0
O=C(c1cc(-c2cccs2)on1)N1CCCc2ccccc21	-3	-12	14	7	0	-4	107	2.8	3
O=C(Nc1ccc2c(c1)C(=O)NC2=O)c1ccccc1	0	-1	-7	6	-1	5	97	1.0	-4
O=C(NN=C(Cc1ccccc1)Cc1ccccc1)c1ccccc1F	6	-9	-1	2	0	3	114	-1.1	-1
O=C(COc1ccccc1F)Nc1ccc(S(=O)(=O)Nc2nccs2)cc1	-2	-13	3	-2	1	-3	108	-6.2	-1
COc1ccc(/C=N/NC(=O)CCn2cnc(-c3ccccc3)c2-c2ccccc2)cc1	3	2	6	10	-1	2	86	3.5	-5
COC(=O)c1ccc(COC(=O)CCC(=O)c2cccs2)cc1	-37	-7	1	-4	0	-16	124	1.2	-1
Cc1cc(/C=C(\C#N)C(=O)O)c(C)n1CCC(C)C	-8	-9	66	2	-1	-13	119	-2.8	1
O=C(OCc1nc2scc(-c3ccccc3)c2c(=O)[nH]1)c1cc(Cl)ccc1[N+](=O)[O-]	-1	-3	3	27	7	-19	120	4.0	1
COc1cc(C(=O)N(CCCO)Cc2cc3ccc(C)c(C)c3[nH]c2=O)cc(OC)c1OC	-3	-11	5	2	1	-13	91	0.3	-2
O=C(COc1ccc(Oc2ccccc2)cc1)NCc1cn2ccccc2n1	-5	1	5	4	0	11	102	-0.1	-1
CC1Cc2ccccc2N1C(=O)CCS(=O)(=O)c1cccc2nonc12 (centres undefined)	7	4	-14	-5	-3	-11	93	-1.9	-4
N#CCCn1cc(C(=O)Nc2ccccc2Br)c(-c2cc3ccccc3o2)n1	6	-4	4	-10	2	-1	100	0.1	-7
Cc1cccc2cc(CN(CC3CCCO3)C(=S)Nc3ccccc3)c(=O)[nH]c12 (centres undefined)	2	13	0	-1	-3	-2	90	-1.3	-3

Two compounds from above, limited to TPT1 inhibitor:
structure	TPT1 inhibitor
COCc1nnc(NC(=O)CSCc2ccccc2)s1	1
O=C(O)CC(NC(=O)COc1ccc(Cl)cc1Cl)C(=O)O (centres undefined)	-9

More compounds
SMILES	Fh CTSL1 inh	EBNA-1 inhibitor	GASC-1 inh	HCV core dimer	PP1 counter	ZTA counter	CR mimetic SO	PP5 primary	TPT1 inhibitor
O=C1CCN(Cc2ccccc2)CCN1CCSc1ccccc1	-2	8	11	0	3	-7	106	3.2	-2
Cc1ccc(C(=O)CSc2nc3c([nH]2)c(=O)n(C)c(=O)n3C)cc1	-1	1	-4	-9	6	-23	107	2.0	-2
C/C(CC(=O)Nc1cc(C)ccn1)=N\NC(=O)c1cccc(C)c1	3	-2	-1	-3	-1	-19	107	-2.3	-3
O=C(NCc1cccs1)C1CCCN(S(=O)(=O)c2cnc[nH]2)C1 (centres undefined)	0	-6	-9	3	-8	3	106	3.9	0
CCCN(CCC)CC(O)COc1ccccc1C(=O)Nc1ccccc1 (centres undefined)	-1	0	-1	-1	-5	11	98	-0.2	-2
COc1ccc(Cl)cc1-c1nc(SCC(=O)N(C)CCC#N)n[nH]1	7	2	-5	1	-7	-28	116	-0.1	-3
CC1CCN(S(=O)(=O)c2cccc(S(=O)(=O)N3CCCC3)c2)CC1	-2	4	0	-1	-1	12	97	1.9	-1
NCCCCCc1nnc(SCC(=O)Nc2cccc(Cl)c2)o1	17*	5	-3	-3	1	7	100	-1.1	-2
Cc1ccc(S(=O)(=O)N2CCN(C(=O)CCC(=O)NCCc3ccc(S(N)(=O)=O)cc3)CC2)c(C)c1	2	-2	1	-1	-4	1	76	-3.0	2
